tim10-1 inh – inhibits growth of tim10-1 mutant yeast; S. cerevisiae tim10-1 ts strain growth, BacTiter-Glo, 24 h; inhibition, % at 20 µM; hit rate 2.2% among 330,000; AID 463190;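 active = inhibition of at least 40%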;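 also: mutant grown at 25 °C; 0% = DMSO wells with yeast and 100% = wells holding no yeast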
NLRP3 yeast inh – blocks the NALP3 inflammasome reconstituted in yeast; hit rate 0.39% among 330,000; inhibition, % at 10 µM; Yeast reconstituted NLRP3/ASC/caspase-1, beta-gal luminescence, 24 h;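 active = inhibition of 50% or more; inactive = inhibition below 50%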;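 also: plate controls were induced DMSO wells for no effect and uninduced yeast grown without galactose for full effect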
MPTP block – permeability transition pore inhibition | AID 602449 | inhibition, % at 10 µM | hit rate 1.4% among 360,000 | isolated mouse mitochondria, Ca2+ swelling absorbance, 30 min;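 active = inhibition of 50% or more, scaled per plate between neutral and stimulator controls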;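 also: 0% = DMSO wells given calcium and 100% = 1 mM EGTA wells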
TIM10 inh – TIM10 yeast growth inhibition; S. cerevisiae TIM10 strain growth, BacTiter-Glo luminescence, 24 h; inhibition, % at 10 µM; hit rate 1.4% among 330,000; AID 463195;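 active = inhibition of 40% or more at the single tested concentration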;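 also: wild-type TIM10 isogenic control strain grown at permissive 25 °C; 0% = DMSO yeast wells and 100% = minimal medium wells without yeast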
NR3A LBD binder – modulators (binders) of human NR3A ligand-binding domain; NR3A LBD differential scanning fluorimetry, Tm shift; 0% = protein alone, 100% = glycine-bound protein; Tm shift relative to glycine control, % at 25 µM; hit rate 2.5% among 340,000; AID 1259313;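 active = melting temperature shift of at least 10% of the positive control shift, at one fixed dose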
APJ antagonist – APJ receptor antagonism; AID 2521; CHO-K1 APJ beta-arrestin complementation, luminescence; hit rate 0.32% among 330,000; inhibition, % at 20 µM;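 active = inhibition above about 40% at 20 µM, limit read from the data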;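 also: cells challenged with 10 nM apelin-13 agonist together with compound; plate controls were apelin-13 plus DMSO wells for no effect and DMSO wells lacking apelin-13 for full effect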
Target sequence (P35414 whole entry, looked up): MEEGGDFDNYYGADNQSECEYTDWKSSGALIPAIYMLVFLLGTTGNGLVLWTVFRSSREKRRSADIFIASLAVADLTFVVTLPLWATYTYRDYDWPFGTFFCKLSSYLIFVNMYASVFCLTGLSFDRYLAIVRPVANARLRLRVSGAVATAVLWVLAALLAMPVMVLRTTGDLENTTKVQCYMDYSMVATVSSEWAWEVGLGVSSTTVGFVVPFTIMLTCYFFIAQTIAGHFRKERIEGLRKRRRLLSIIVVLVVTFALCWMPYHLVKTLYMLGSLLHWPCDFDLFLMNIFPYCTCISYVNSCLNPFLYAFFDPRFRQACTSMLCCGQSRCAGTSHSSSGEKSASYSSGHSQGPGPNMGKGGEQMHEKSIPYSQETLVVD
beta cell repl – inducers of beta-cell replication in MIN6 cells. hit rate 0.29% among 330,000. proliferation, % at 10 µM. AID 2380. MIN6 cells proliferation, ATPlite luminescence, 48 h; cells starved in 0.2% serum; 100% = growth in 10% serum;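 active = compounds whose signal lies at least 3.5 SD above the mean of all wells on their plate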;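 also: 0% = DMSO-treated cells in low-serum medium and 100% = 10% serum control; some compounds called inactive have numbers as strong as hits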
APJ agonist – APJ receptor agonism; P35414; CHO-K1 APJ PathHunter beta-arrestin, luminescence; 0% DMSO wells, 100% apelin; activation, % at 20 µM; hit rate 0.11% among 330,000;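 active = activation more than six SD over the plate average, tested at 20 µM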;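 also: 0% = DMSO alone and 100% = apelin-13 at 10 nM; some results filed as inactive read as strong as hits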
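Incubation: overnight seeding, 90 min compound at 25 °C, 1 h detection; test system: PathHunter CHO-K1 APJ (AGTRL-1) beta-arrestin reporter cells; amount: 1000 cells/well; doses: one dose, 20 µM compound, 1% DMSO; measured by: beta-gal luminescence; measure: agonist-driven arrestin binding to APJ; benchmarks: negative DMSO alone, positive Apelin-13 at 10 nM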
tim23-1 inh – tim23-1 yeast growth inhibition. S. cerevisiae tim23-1 growth, BacTiter-Glo luminescence, 24 h. inhibition, % at 20 µM. hit rate 1.3% among 330,000;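 active = growth inhibition of the mutant yeast at or above 50%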;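 also: temperature-sensitive mutant grown at 25 °C; plate controls were DMSO-treated mutant yeast for no effect and medium wells lacking yeast for full effect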
* marks the source's active call; other numbers are inactive results. Random draw from the library, and some 7.2% of all compounds hit somewhere here.

SMILES	tim10-1 inh	NLRP3 yeast inh	MPTP block	TIM10 inh	NR3A LBD binder	APJ antagonist	beta cell repl	APJ agonist	tim23-1 inh
COc1ccc(-c2nn(-c3ccccc3)cc2/C=N/Nc2ccc3ccccc3n2)cc1OC	8	8	15	15	5	17	-6	-3	23
COc1ccc(CCNC(=O)COc2ccc(S(=O)(=O)N3CCOCC3)cc2)cc1OC	-3	17	-0.5	2	-1	7	-1	3	14
COC(=O)CCC(=O)Nc1cc(Cl)cc(Cl)c1	21	2	-1.2	16	1	-7	-2	-3	5
Cc1cccc(C(=O)Oc2ccc(/C=N/O)cc2)c1	28	31	0.6	42*	-14	15	-1	-6	62*
Cc1ccc(S(=O)(=O)N2CCN(Cc3cc4c(cc3Br)OCCO4)CC2)cc1	14	14	1.8	8	0	-4	-8	-6	27
Cc1cc(F)ccc1S(=O)(=O)N1CCCOC1CNC(=O)C(=O)NCc1ccc2c(c1)OCO2 (stereo unspecified)	-5	19	-1.9	-4	-3	-16	3	3	-5
CCn1nnc(NC(=O)COc2ccc([N+](=O)[O-])cc2)n1	-3	-14	-0.6	-1	-1	-20	-2	-6	2
CCCCN(C(=O)CN1C(=O)C2CC=CCC2C1=O)c1c(N)n(CCC)c(=O)[nH]c1=O (stereo unspecified)	18	3	-0.4	-3	1	-11	1	1	11
Cc1cc(C)n2nc(SCC(=O)c3ccc[nH]3)nc2n1	-24	0	0.9	-26	3	1	2	1	-19
O=C(CSc1nnc(-c2cccnc2)n1CCc1ccccc1)NCc1ccccc1	4	6	-0.3	4	-2	16	-4	-2	6
O=C(Nc1ccccc1C(=O)NCc1cccnc1)c1ccccc1F	9	3	1.8	-1	1	16	-6	-3	-13
COc1ccc(C(=O)N/N=C/c2c(CO)cnc(C)c2O)cc1	-1	25	-0.7	12	7	-13	2	-4	-4
CCc1cc2c(=O)c(-c3cnn(-c4ccccc4)c3)c(C(F)(F)F)oc2c(CN(C)C)c1O	27	-3	2.6	4	-1	3	0	-1	12
O=[N+]([O-])c1ccc(-c2nc(=S)c3c(o2)CCCC3)cc1	13	11	4.2	11	-2	0	2	-1	23
COc1ccccc1N1CCN(C(C)C(=O)Nc2ccc(S(=O)(=O)N3CCOCC3)cc2)CC1 (stereo unspecified)	19	-3	3.0	4	1	12	-3	2	5
O=C(O)c1cc(NC(=O)c2ccc(Br)cc2)cc(NC(=O)c2ccc(Br)cc2)c1	12	14	-0.4	12	4	12	-2	0	18
COc1ccc(NS(=O)(=O)c2ccc(OC)c(NC(=O)CCC3CCCC3)c2)cc1	3	1	1.2	14	32*	8	-2	-1	11
CCOc1cccc2c1OC1(C)CC2NC(=O)N1c1cccc(F)c1 (stereo unspecified)	11	-1	-1.5	-15	1	4	-1	-1	9
N#C/C(=C\c1ccccc1[N+](=O)[O-])C(=O)Nc1ccc(S(N)(=O)=O)cc1	11	-10	-1.3	11	3	-31	-1	-1	8
CCN(CC)C(=O)Cn1cc(S(=O)(=O)CC(=O)N2CCCCCC2)c2ccccc21	-11	1	0.0	6	0	9	-1	-3	1
CC(C)Cn1c(-c2ccccc2F)n[nH]c1=S	17	3	-1.8	2	1	9	-2	-5	12
CCc1nc2sc3c(c2c(=O)n1N)CC(C)(C)OC3	6	12	0.8	-5	1	-7	1	-1	15
Cc1cccc(NC(=O)CCc2c(C)nc3ncnn3c2C)n1	-3	-7	-2.1	-11	0	-2	-2	2	27
CC(Oc1cc2oc(=O)c3c(c2cc1Cl)CCCC3)C(=O)NCc1ccccn1 (stereo unspecified)	32	13	-1.0	15	1	-35	1	-6	23
CC1CCc2nc(NC(=O)c3ccc(S(=O)(=O)N4CCCc5ccccc54)cc3)sc2C1 (stereo unspecified)	18	2	4.7	11	1	17	-2	-1	5

18 consecutive records out of the list so far, for reference:
SMILES	tim10-1 inh	NLRP3 yeast inh	MPTP block	TIM10 inh	NR3A LBD binder	APJ antagonist	beta cell repl	APJ agonist	tim23-1 inh
COc1ccc(-c2nn(-c3ccccc3)cc2/C=N/Nc2ccc3ccccc3n2)cc1OC	8	8	15	15	5	17	-6	-3	23
COc1ccc(CCNC(=O)COc2ccc(S(=O)(=O)N3CCOCC3)cc2)cc1OC	-3	17	-0.5	2	-1	7	-1	3	14
COC(=O)CCC(=O)Nc1cc(Cl)cc(Cl)c1	21	2	-1.2	16	1	-7	-2	-3	5
Cc1cccc(C(=O)Oc2ccc(/C=N/O)cc2)c1	28	31	0.6	42*	-14	15	-1	-6	62*
Cc1ccc(S(=O)(=O)N2CCN(Cc3cc4c(cc3Br)OCCO4)CC2)cc1	14	14	1.8	8	0	-4	-8	-6	27
Cc1cc(F)ccc1S(=O)(=O)N1CCCOC1CNC(=O)C(=O)NCc1ccc2c(c1)OCO2 (stereo unspecified)	-5	19	-1.9	-4	-3	-16	3	3	-5
CCn1nnc(NC(=O)COc2ccc([N+](=O)[O-])cc2)n1	-3	-14	-0.6	-1	-1	-20	-2	-6	2
CCCCN(C(=O)CN1C(=O)C2CC=CCC2C1=O)c1c(N)n(CCC)c(=O)[nH]c1=O (stereo unspecified)	18	3	-0.4	-3	1	-11	1	1	11
Cc1cc(C)n2nc(SCC(=O)c3ccc[nH]3)nc2n1	-24	0	0.9	-26	3	1	2	1	-19
O=C(CSc1nnc(-c2cccnc2)n1CCc1ccccc1)NCc1ccccc1	4	6	-0.3	4	-2	16	-4	-2	6
O=C(Nc1ccccc1C(=O)NCc1cccnc1)c1ccccc1F	9	3	1.8	-1	1	16	-6	-3	-13
COc1ccc(C(=O)N/N=C/c2c(CO)cnc(C)c2O)cc1	-1	25	-0.7	12	7	-13	2	-4	-4
CCc1cc2c(=O)c(-c3cnn(-c4ccccc4)c3)c(C(F)(F)F)oc2c(CN(C)C)c1O	27	-3	2.6	4	-1	3	0	-1	12
O=[N+]([O-])c1ccc(-c2nc(=S)c3c(o2)CCCC3)cc1	13	11	4.2	11	-2	0	2	-1	23
COc1ccccc1N1CCN(C(C)C(=O)Nc2ccc(S(=O)(=O)N3CCOCC3)cc2)CC1 (stereo unspecified)	19	-3	3.0	4	1	12	-3	2	5
O=C(O)c1cc(NC(=O)c2ccc(Br)cc2)cc(NC(=O)c2ccc(Br)cc2)c1	12	14	-0.4	12	4	12	-2	0	18
COc1ccc(NS(=O)(=O)c2ccc(OC)c(NC(=O)CCC3CCCC3)c2)cc1	3	1	1.2	14	32*	8	-2	-1	11
CCOc1cccc2c1OC1(C)CC2NC(=O)N1c1cccc(F)c1 (stereo unspecified)	11	-1	-1.5	-15	1	4	-1	-1	9

The listing continues:
SMILES	tim10-1 inh	NLRP3 yeast inh	MPTP block	TIM10 inh	NR3A LBD binder	APJ antagonist	beta cell repl	APJ agonist	tim23-1 inh
CC(C)CC1NC(=O)N(CC(=O)c2ccc3c(c2)OCCO3)C1=O (stereo unspecified)	2	13	-0.9	21	-1	3	0	0	11
CCN=c1scc(C)n1/N=C/c1cc(Br)c(O)c(OC)c1	22	12	1.3	36	-4	5	3	-1	18
CCn1c(C)c(C)c2cc(C(=O)NCCN3CCOCC3)ccc21	-7	7	0.5	6	3	-1	-7	16	8
O=c1c([N+](=O)[O-])c(N2CCCCCC2)c2ccccc2n1-c1ccccc1	4	13	2.4	3	1	-5	-2	-5	9
O=S1(=O)CCN(Cc2csc(-c3cccs3)n2)CC1	-11	15	0.9	-19	1	-3	-1	1	8
CN(Cc1cnn(C)c1)Cc1nc(C(c2ccccc2)c2ccccc2)no1	17	-8	0.4	18	0	-27	-3	-3	16
CN(C)C(=O)c1ccccc1Sc1cc(Cl)ccc1Cl	14	9	-2.5	8	-3	22	-1	1	14
O=C(CCNC(=O)N1CCn2c1nc1ccccc12)NCc1ccc(F)cc1	4	6	-0.5	3	1	-14	7	-4	0
CCc1ccc(NC(=O)C(C)OC(=O)C2CCN(c3ccc(C(F)(F)F)cn3)CC2)cc1 (stereo unspecified)	-10	7	-2.5	-4	5	-11	-4	-4	-13
OC(CNCc1ccccc1Cl)C(F)(F)F (stereo unspecified)	8	9	1.2	-8	2	12	-2	-4	8
COc1cccc(CNS(=O)(=O)c2c(C)nc3scc(C)n3c2=O)c1	5	-5	-2.8	6	0	12	0	-4	15
O=C1CC(c2cccc(F)c2)c2c(c3ccccc3[nH]c2=O)O1 (stereo unspecified)	-33	3	-1.4	-27	-2	-3	-3	-1	-1
CN(C(=O)COC(=O)C1CCN(S(=O)(=O)c2cccs2)CC1)c1ccccc1	6	-2	0.0	9	0	-2	3	-4	20
O=C(c1cc(C2CC2)nn1-c1ccccc1)N1CCN(Cc2ccc(Cl)cc2)CC1	-3	17	-0.3	18	-3	4	-6	-4	23
O=C(CN1CCN(c2ccc(F)cc2)CC1)N1N=CCC1c1ccccc1 (stereo unspecified)	0	23	0.8	-11	-1	3	-2	0	5
CCOC(Cn1c(CCCO)nc2ccccc21)OCC	8	-18	-0.1	1	-1	11	-3	-4	7
O=S(=O)(N/N=C/c1ccc2c(c1)OCCO2)c1ccccc1	3	7	-1.1	8	0	-1	-3	-5	12
COc1ccc(N2CCN(C(CNS(=O)(=O)c3ccccc3)c3ccccc3)CC2)cc1 (stereo unspecified)	35	15	1.8	9	1	13	-2	-1	37
FC(F)(F)c1cnc(NNC(=S)Nc2ccc(Cl)cc2)c(Cl)c1	28	30	100*	10	18*	64*	-6	-10	6
O=C(CCCc1c[nH]c2ccccc12)Nc1ncccc1O	9	13	15	12	1	-20	1	-2	12
Cc1ccc(S(=O)(=O)NCCCNS(=O)(=O)c2ccccc2)cc1	-10	17	-0.3	0	-1	13	-1	-1	-5
COc1cccc(-c2cc(C(=O)N3N=C(C)CC3(O)C(F)F)c3ccccc3n2)c1 (stereo unspecified)	6	9	-1.8	21	-3	8	1	-2	35
Cc1coc2c(C)c3oc(=O)c(CCC(=O)N(C)CC(=O)O)c(C)c3cc12	17	13	0.7	-1	1	5	-2	-3	11
O=C(CSC1=NS(=O)(=O)c2cc(Cl)ccc2N1)NCc1ccc(F)cc1	-1	1	-2.1	-5	-2	15	5	4	5
CCCCOC(=O)c1ccc(NC(=O)c2cnc3n(c2=O)CCS3)cc1	13	17	6.3	-6	3	-4	-1	0	3
(list continues)
SMILES	tim10-1 inh	NLRP3 yeast inh	MPTP block	TIM10 inh	NR3A LBD binder	APJ antagonist	beta cell repl	APJ agonist	tim23-1 inh
CCN(CC)c1ccc(NC(=O)CN2C(=O)CC(C)(C)S(=O)(=O)c3ccccc32)c(C)c1	11	8	-1.2	9	1	8	-8	-2	0
Cc1ccc(NC(=O)CSc2nnc(Cc3cccn3C)n2-c2ccc(F)cc2)cc1	22	15	-1.2	7	0	14	-2	-5	24
O=C1C2C3C=CC(C3)C2C(=O)N1c1nccs1 (stereo unspecified)	5	-4	-1.2	2	-3	-12	-4	-4	6
CCOC(=O)C1CCCCN1Cc1cn[nH]c1-c1ccc(F)cc1F (stereo unspecified)	4	-8	2.6	15	0	-6	-3	-3	24
CCOC(=O)c1sc(C)c2c(=O)n(CC(=O)c3ccc(Br)cc3)nnc12	3	17	-2.2	8	-2	-7	-3	0	37
O=C(c1ccc2c(c1)OCO2)C1CCCN(Cc2ccc3cccc(F)c3n2)C1 (stereo unspecified)	31	13	2.1	20	-4	-4	0	-6	17

Screening results as filed in PubChem BioAssay.
